Assay outcomes (PubChem BioAssay)
TRAIL sens C8 – caspase-8 TRAIL sensitization | inhibition (viability loss, TRAIL sensitization), % at 10 µM | hit rate 1% among 360,000 | NB7+C8 cells + TRAIL, ATPlite viability luminescence | AID 624354;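 active = compounds causing at least 50% loss of cell viability in the single-dose screen, relative to plate controls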
SRC3 inh – inhibits human SRC3 coactivator; AID 588352; Q9Y6Q9; inhibition, % at 3.6 µM; hit rate 0.17% among 360,000; HEK293 GAL4-SRC3 luciferase reporter, luminescence;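 active = inhibition above a per-campaign cutoff, the mean of all compounds plus 3 SD, cut at about 60% in these data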;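 note: 0% = DMSO-treated cells and 100% = gossypol-treated cells at 36 µM; higher means less SRC3-driven luciferase light from the GAL4 reporter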
COUP-TFII inh – inhibitors of human COUP-TFII (NR2F2) | HEK293T NGFI-A luciferase reporter, luminescence | AID 686940 | inhibition, % at 8.6 µM | hit rate 0.7% among 370,000 | P24468;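 active = inhibition above a per-plate cutoff, mean inhibition of test wells between control levels plus 3 SD, cut at about 38% in these data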;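 note: cells cotransfected with COUP-TFII expression vector driving the NGFI-A reporter; 0% = median of COUP-TF2 test wells and 100% = reporter-only cells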
SRC1 inh – human NCOA1 inhibition; Q15788; HEK293 GAL4-SRC1 luciferase reporter, luminescence; inhibition, % at 3.6 µM; hit rate 0.12% among 360,000; AID 588354;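 active = inhibition above the campaign mean plus 3 SD, with each screening campaign given its own cutoff, cut at about 60% in these data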;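 note: 0% = DMSO treated cells and 100% = gossypol at 36 µM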
Target sequence (Q15788 whole entry, looked up, the tested form may be a part): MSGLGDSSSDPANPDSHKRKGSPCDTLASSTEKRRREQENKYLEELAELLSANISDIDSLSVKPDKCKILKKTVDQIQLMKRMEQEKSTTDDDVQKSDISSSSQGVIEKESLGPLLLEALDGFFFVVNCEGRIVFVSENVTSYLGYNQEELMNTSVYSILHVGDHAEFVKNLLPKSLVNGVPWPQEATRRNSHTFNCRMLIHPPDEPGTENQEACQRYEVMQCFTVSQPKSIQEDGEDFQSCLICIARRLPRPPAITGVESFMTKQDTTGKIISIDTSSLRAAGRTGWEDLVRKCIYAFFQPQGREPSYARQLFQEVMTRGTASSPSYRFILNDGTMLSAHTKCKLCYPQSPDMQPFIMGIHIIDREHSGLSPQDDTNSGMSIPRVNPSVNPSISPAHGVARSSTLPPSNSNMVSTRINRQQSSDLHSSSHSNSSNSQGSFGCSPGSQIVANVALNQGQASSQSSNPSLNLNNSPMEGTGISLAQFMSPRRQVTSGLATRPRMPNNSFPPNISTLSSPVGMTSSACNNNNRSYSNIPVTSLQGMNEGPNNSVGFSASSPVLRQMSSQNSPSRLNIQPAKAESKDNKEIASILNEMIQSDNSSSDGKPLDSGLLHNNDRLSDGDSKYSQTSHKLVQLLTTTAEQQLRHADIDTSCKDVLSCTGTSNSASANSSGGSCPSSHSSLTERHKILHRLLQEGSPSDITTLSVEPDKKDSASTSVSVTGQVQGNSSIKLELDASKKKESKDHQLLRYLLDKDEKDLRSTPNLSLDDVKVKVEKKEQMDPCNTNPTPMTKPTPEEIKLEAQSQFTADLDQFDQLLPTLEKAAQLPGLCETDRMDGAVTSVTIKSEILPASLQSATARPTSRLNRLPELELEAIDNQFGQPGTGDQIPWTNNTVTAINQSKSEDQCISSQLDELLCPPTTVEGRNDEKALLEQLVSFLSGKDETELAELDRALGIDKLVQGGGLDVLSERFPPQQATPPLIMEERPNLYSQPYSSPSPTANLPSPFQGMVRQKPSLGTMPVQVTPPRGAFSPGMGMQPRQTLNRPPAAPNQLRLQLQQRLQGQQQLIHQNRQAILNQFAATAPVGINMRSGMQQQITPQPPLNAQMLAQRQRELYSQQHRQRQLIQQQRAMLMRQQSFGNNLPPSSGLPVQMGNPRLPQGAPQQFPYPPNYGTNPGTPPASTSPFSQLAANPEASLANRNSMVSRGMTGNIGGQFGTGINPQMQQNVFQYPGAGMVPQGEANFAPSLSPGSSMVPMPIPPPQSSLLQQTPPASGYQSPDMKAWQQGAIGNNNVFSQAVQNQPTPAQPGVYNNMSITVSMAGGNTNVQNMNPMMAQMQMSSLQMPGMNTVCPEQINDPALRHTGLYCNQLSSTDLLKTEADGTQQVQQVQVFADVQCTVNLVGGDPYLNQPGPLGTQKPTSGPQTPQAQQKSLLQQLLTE
TROY signal inh – inhibitors of TROY-dependent NF-kB signaling; Q293 LMP1-TROYcd NF-kB luciferase reporter, 4 h; inhibition, % at 10 µM; hit rate 0.98% among 360,000;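 active = compounds whose plate-normalised and pattern-corrected inhibition of the luciferase reporter signal at the single screening dose is 50% or more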
NCOA2 inhibitor – human SRC2 (NCOA2) inhibition | Q15596 | HEK293 GAL4-SRC2 luciferase reporter, luminescence | inhibition, % at 9 µM | hit rate 0.17% among 370,000;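 active = inhibition above the mean inhibition of all tested compounds plus 3 SD, set per campaign, cut at about 52% in these data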;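 note: 0% = DMSO treated cells and 100% = cells given Gossypol at 36 µM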
KKLEB tox – reduces viability of KKLEB cystic fibrosis airway cells; KKLEB CF airway cells viability, ATPlite luminescence, overnight; hits give low values; cells stimulated with P. aeruginosa culture filtrate; activity change (cytotoxicity), % at 5 µM; hit rate 0.36% among 360,000;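 active = corrected activity change at or below -50% at 5 µM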
LMP1 NFkB inh – reduces LMP1-driven NF-kappaB luciferase signal. LMP1-induced NF-kappaB luciferase reporter cells, luminescence. inhibition, % at 12.5 µM. hit rate 0.69% among 350,000; in the data active = inhibition above about 41%;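 note: 0% = neutral control wells and 100% = reference inhibitor control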
NR5A2 inv ag – suppresses constitutive activity of human LRH-1 | O00482 | HEK293T StAR-luciferase reporter, LRH-1 transfected, 24 h | inhibition, % at 3.6 µM | hit rate 0.13% among 360,000;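 active = inhibition above the mean inhibition of all tested compounds plus 3 SD, cut at about 73% in these data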;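 note: 0% = DMSO wells and 100% = reporter-only cells lacking LRH-1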
CF NFkB block – inhibitors of cystic fibrosis induced NF-kB. KKLEB NF-kB-GFP reporter, PAF-induced, GFP fluorescence overnight. inhibition, % at 5 µM. hit rate 0.86% among 360,000. AID 588850;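 active = at least 50% inhibition at 5 µM, scaled per plate between neutral and stimulator controls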;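 note: PAF is a Pseudomonas aeruginosa culture filtrate used as stimulus; plate controls were PAF-stimulated DMSO wells for no effect and unstimulated DMSO wells for full effect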
TWEAK-Fn14 inh – blocks TWEAK-Fn14 interaction in a reporter cell assay; TWEAK-stimulated Fn14 reporter cells, luciferase luminescence, 8 h; inhibition, % at 10 µM; hit rate 2% among 360,000; in the data active = inhibition above about 50%
Starred values were filed as active, the others as inactive; . = no result given.

SMILES	TRAIL sens C8	SRC3 inh	COUP-TFII inh	SRC1 inh	TROY signal inh	NCOA2 inhibitor	KKLEB tox	LMP1 NFkB inh	NR5A2 inv ag	CF NFkB block	TWEAK-Fn14 inh
CC(C)CN1CCNC(=O)C1CC(=O)NCCc1ccc(C(F)(F)F)cc1 (stereo not drawn)	-14.5	-2.4	17.2	-2.5	-1.9	7.2	3.1	-3.6	2.3	-11.1	3.0
c1ccc(Cn2nnnc2C(c2cccnc2)N2CCN(C3CCCCC3)CC2)cc1 (stereo not drawn)	6.2	8.6	13.0	12.7	3.6	-45.4	-10.7	2.9	-4.4	-7.6	13.5
Cn1c(=O)[nH]c(=O)c2c1nc(N1CCN(CCO)CC1)n2Cc1ccccc1Cl	13.8	-3.9	2.2	-4.2	2.9	-24.1	2.6	6.6	-15.1	13.6	12.1
CCCCn1c(CNC(=O)Cc2ccccc2)nc2ccccc21	16.2	-10.5	-24.5	4.7	6.5	1.0	-10.9	-2.1	14.8	14.6	11.4
COc1cccc(CN2CCN(C(=O)c3cccc(OC)c3)CC2)c1	6.2	-5.4	7.8	10.5	3.6	-31.3	-0.2	-7.8	-19.6	1.7	3.0
CC(C)(C)n1nc2c(c1NC(=O)c1ccc(S(=O)(=O)N3CCCC3)cc1)CSC2	1.3	1.9	14.5	-9.8	8.4	-4.4	-2.9	-30.4	-7.2	-1.0	22.9
COc1cc(OC)cc(-c2c(-c3ccc(F)cc3)c3cc(-c4ccc5c(c4)OCCO5)ccc3n2C)c1	0.7	4.5	-20.4	3.4	-17.9	-14.5	-29.8	7.3	1.8	39.8	1.5
O=[N+]([O-])c1ccc2c(c1)ncn2CCc1ccccc1	4.3	-4.2	7.1	4.8	-6.6	-12.9	2.5	1.4	-2.4	7.3	8.7
CCOC(=O)C1=C(O)C(=O)N(C2CCCCC2)C1	-0.2	14.9	14.3	-0.7	-10.0	-2.5	-11.4	-14.5	13.8	7.4	-13.0
CCOC(=O)CN1C(=O)S/C(=C/c2ccco2)C1=O	-5.4	-3.4	8.1	-0.9	-15.3	-13.0	5.0	5.8	-6.8	-11.5	-8.0
COc1ccc(S(=O)(=O)N2CCCC2C(=O)Nc2nnc(-c3cccnc3)s2)cc1 (stereo not drawn)	4.0	-9.9	3.6	-10.5	1.4	5.6	0.7	-4.3	-11.0	12.8	6.8
COC(=O)Nc1nnc(CC(=O)Nc2ccccc2C)s1	-5.2	2.5	-0.8	-4.4	12.4	-3.1	4.0	-4.2	-7.5	-2.0	2.2
O=C(CSc1ncnc2sccc12)NCc1ccc2c(c1)OCO2	-1.1	-11.3	20.5	-0.1	-11.4	17.3	-10.6	-1.0	-10.1	-2.9	-12.5
CCOc1ccc(OCCC(=O)OCC(=O)N2CCN(S(=O)(=O)c3ccc(C)cc3C)CC2)cc1	-0.3	-7.8	-14.6	-1.5	4.8	5.2	3.4	4.3	-15.3	2.6	-2.9
Cc1cc(SCC(=O)Nc2c(C)n(C)n(-c3ccccc3)c2=O)nc2ccccc12	-3.8	6.3	-2.1	-23.6	-35.1	1.2	3.1	-1.4	21.1	4.6	14.1
CCOC(=O)C1CCN(S(=O)(=O)c2ccc(OC)c(C(=O)N3CCCCC3)c2)CC1	-11.5	-2.3	12.8	11.3	-3.5	12.3	19.5	-6.3	-1.6	-7.0	2.2
Cc1cc(=O)[nH]c(/N=C(\N)Nc2ccc3c(c2)OCCO3)n1	0.3	-0.8	-13.1	-5.4	12.1	-10.9	7.1	1.4	-12.2	-0.7	12.5
NS(=O)(=O)c1ccc(NC(=O)CNC(=O)c2ccc3c(c2)OCO3)cc1	3.0	6.9	-2.0	-3.9	0.2	0.6	15.2	5.7	-16.9	-18.2	3.5
COc1ccc(CC(=O)Nc2ccccc2N2CCCC2)cc1	-1.6	7.0	12.0	-13.5	11.2	-4.5	12.4	-2.6	17.3	-3.2	3.7
COc1ccc(N(CC(=O)NN=C2CCCCCCC2)S(=O)(=O)c2ccccc2)cc1Cl	-6.0	0.9	4.0	-0.4	-24.1	-2.6	9.2	2.9	-0.7	-9.5	14.4
O=C(CCC1CCCN(C(=O)c2ccc3cc[nH]c3c2)C1)NCc1ccc(F)c(F)c1 (stereo not drawn)	-13.2	-2.3	8.1	-17.1	-41.5	-1.5	-21.4	-13.6	-10.3	-6.3	-7.4
O=c1[nH]c2ccc(Cl)cc2c(-c2ccccc2)c1[N+](=O)[O-]	-20.1	3.4	15.1	0.2	27.4	-5.0	-0.4	-1.2	8.9	-4.7	14.0
O=[N+]([O-])c1c(NCc2ccco2)ccc2nonc12	-11.8	4.7	-18.8	-0.7	-0.7	3.1	-1.8	.	8.3	-5.4	9.5
Cc1ccc(C)c(OCC(=O)Nc2ccccc2C(=O)NC2CC2)c1	-2.9	13.7	1.8	-17.1	-31.2	-28.8	19.0	-2.4	-8.2	-35.0	-5.6
COCCCN1C(=O)C(=O)/C(=C(/O)c2ccc(S(=O)(=O)N3CCOCC3)cc2)C1c1ccc(C)cc1 (stereo not drawn)	0.7	20.0	3.0	-7.0	3.6	6.4	6.5	-4.1	-5.3	9.6	-0.2
CCN1CCN(c2ncnc3sc4c(c23)CCC(C)C4)CC1 (stereo not drawn)	-8.7	-4.2	0.2	7.2	-15.0	12.1	-3.1	3.5	10.6	-5.4	2.7
CCCOC(=O)c1ccc(NC(=O)COC)cc1	5.6	-11.3	-51.2	-36.5	-21.1	-51.0	2.8	-11.5	-30.0	-2.7	-25.8
COC(=O)c1c(N2C(=O)CC(Sc3ccccc3C(=O)O)C2=O)sc(C)c1C (stereo not drawn)	0.8	8.8	-18.5	4.7	-36.8	19.3	-23.1	-11.1	-8.7	13.8	0.3
Cc1ccc(C(=O)COC(=O)c2ccc(O)cc2)cc1	3.1	-66.0	-14.6	-64.3	-24.9	-66.9	-3.0	-27.5	-51.8	6.6	-16.2
COc1ccc(NC(=O)CCOc2ccc(C)cc2)c(OC)c1	-3.5	-4.8	-3.5	9.6	1.7	0.1	8.2	-2.9	0.2	-6.4	13.3
COc1ccc(CCN2C(=O)CC(Nc3ccc(N4CCOCC4)cc3)C2=O)cc1OC (stereo not drawn)	-7.8	-5.4	-14.3	-8.6	30.2	16.4	-1.4	0.1	-7.8	5.0	-1.5
Cc1ccc(OCCC(=O)Nc2ccc3c(c2)OCO3)cc1	-6.2	-8.0	6.2	-4.3	-24.6	7.3	-0.5	0.0	15.8	-9.8	10.2
CC(C)c1ccc(NC(=O)NN2CCOCC2)cc1	4.0	-78.0	-35.0	-91.1	19.4	-47.5	0.3	-19.2	-126.6	-23.4	6.6
CC(=O)Nc1cc(-c2ccc(F)cc2)cn2c(-c3ccc(F)cc3)cnc12	-0.6	-1.1	-0.7	-5.0	15.2	-10.6	1.2	.	-4.5	-37.1	7.7
CCc1ccc(C(=O)NCC2(c3ccccc3)CCOCC2)o1	16.4	-44.6	-20.4	-64.5	-52.6	-72.6	0.9	-9.6	-56.3	13.2	-4.9
COc1cccc(/C=C/C(=O)NCCc2ccc(OC)c(OC)c2)c1	0.5	10.5	0.0	19.6	-24.0	-2.7	8.9	-7.4	-17.1	-23.2	0.3
Cc1ccc(NC(=O)C2CCCN(S(=O)(=O)c3cnc[nH]3)C2)cc1C (stereo not drawn)	9.2	2.6	10.7	3.1	-0.8	4.5	-15.7	-8.2	-21.9	20.1	15.2
O=C(NCc1ccc(Cl)cc1)c1csc(-c2cccnc2)n1	-14.5	34.9	29.9	27.0	33.4	19.4	-20.9	4.2	6.2	49.5	-4.8
Cc1cc(C)n2nc(C(=O)N/N=C/c3cccs3)nc2n1	1.0	12.7	-20.9	-0.1	-6.1	0.7	-10.3	7.7	16.1	5.4	-12.4
CC(C)(C)NC(=S)NNC(=O)[C@H]1C[C@@H]1c1ccccc1	-12.8	-1.8	-4.8	-9.9	31.7	-27.8	8.6	-6.7	-23.4	-9.7	-6.4
COCCn1c(C)cc(C2=NNC(=NC(C)(C)C)SC2)c1C	-1.1	-8.1	-6.6	-23.9	38.6	-83.5	8.1	-12.9	-21.7	2.0	-0.5
CCCc1nc(SCC(=O)Nc2cc(C)on2)c2c(=O)n(C)c(=O)n(C)c2n1	10.1	-8.1	-0.2	9.0	10.3	7.3	6.3	6.8	-3.4	-12.9	2.4
Cc1ccc(C(=O)N[C@H](C(=O)Nc2sccc2C(N)=O)C(C)C)cc1	9.1	-11.3	7.1	-41.6	-5.7	-14.9	-0.4	-25.1	3.3	3.0	-2.2
CCN(CC(=O)NCc1ccc(F)cc1)S(=O)(=O)c1ccc(Cl)s1	-2.5	-5.5	8.8	10.0	-5.6	-2.7	0.6	-4.9	-4.9	6.2	-3.3
Cc1ccc(NC(NC(=O)c2ccccc2[N+](=O)[O-])C(Cl)(Cl)Cl)cc1 (stereo not drawn)	25.0	5.1	-7.7	11.8	1.6	4.8	3.8	4.8	4.0	8.0	-0.1
Cc1c(C(=O)N(C)c2ccccc2)oc2c1C(O)CC(C)(C)C2 (stereo not drawn)	10.8	14.6	-5.9	13.9	-9.2	11.6	6.9	1.9	0.6	-0.2	18.2
Cc1ccc(C)c(NC(=O)C2CCCN(S(=O)(=O)c3cccnc3)C2)c1 (stereo not drawn)	-34.5	27.9	7.5	12.0	-51.0	-28.0	-18.0	-1.3	22.0	2.4	29.3
CC(OC(=O)c1ncc(Cl)c(Cl)c1Cl)C(=O)NC1(C#N)CCCCC1 (stereo not drawn)	2.9	-3.9	13.4	-7.3	8.8	-7.0	19.9	2.7	0.8	-11.7	2.2
CCOC(=O)C1=NOC(CNC(=O)C2=NOC(CNC(=O)c3c(-c4ccccc4Cl)noc3C)C2)C1 (stereo not drawn)	9.5	9.8	12.9	10.8	-10.0	-3.5	5.3	2.2	24.5	-2.3	-21.6
COc1cc(OC)cc(C(=O)NNC(=O)CCC(=O)c2cc(C)sc2C)c1	-0.9	24.4	12.0	-6.8	19.5	-3.2	-1.7	12.3	-8.0	7.5	2.5

Further results follow:
SMILES	TRAIL sens C8	SRC3 inh	COUP-TFII inh	SRC1 inh	TROY signal inh	NCOA2 inhibitor	KKLEB tox	LMP1 NFkB inh	NR5A2 inv ag	CF NFkB block	TWEAK-Fn14 inh
CN1CCN(C(=O)C2CC(c3ccc(F)cc3)=NO2)CC1 (stereo not drawn)	7.7	-3.8	-11.8	-15.4	-36.7	-5.2	17.8	3.0	10.8	-6.2	4.2
Cc1nn(C)c(C)c1S(=O)(=O)N(CC(=O)NCCCN1CC(C)CC(C)C1)c1ccc(C(C)C)cc1 (stereo not drawn)	0.2	1.1	10.9	10.6	2.5	-10.0	-17.0	-1.8	5.3	23.8	-0.6
Cc1cccc(C(=O)NCC(=O)NCC(c2ccco2)N2CCCCC2)c1 (stereo not drawn)	-9.5	19.2	-20.2	-1.0	1.5	6.2	15.8	-1.7	-16.4	-14.8	-12.1
O=C(CCN1C(=O)S/C(=C\c2ccccc2)C1=O)NCCCn1ccnc1	-7.6	-9.5	-10.1	-3.0	-15.1	-16.5	29.7	-8.3	-0.1	-15.0	-1.7
COc1cc(C(C)=O)ccc1OC(=O)CN1C(=O)c2ccccc2C1=O	-9.4	-5.2	-8.6	-10.2	12.8	-4.5	-1.9	1.1	16.5	8.7	-2.6
